From PubChem BioAssay
GAA spleen mod: inhibitors or activators of human alpha-glucosidase in spleen homogenate; AID 2112; human spleen homogenate, 4-MU-alpha-glucoside fluorescence; Potency, µM (series often up to 79.9 µM), for the others: top-dose activity change, negative = inhibition, most hits filed as inhibitors; P10253; actives 0.006% (n = 240,000);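 note: 0% = enzyme with vehicle and -100% = no enzyme basal signal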
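Human spleen homogenate (1 ug) with 4-methylumbelliferyl-alpha-D-glucopyranoside (1 mM final) in 50 mM citrate/phosphate pH 5.0, 0.01% Tween-20; 40 min at 37 C. Stopped at pH 10; 4-MU fluorescence Ex 365/Em 440 nm; AC50 by Hill fit.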
Epigenetic derep: epigenetic control regulation, reporter derepression. murine LDR cells, GFP reporter derepression, 30 h. Potency, µM (top dose mostly 53.9 µM), without a hit: at the highest dose GFP activation, actives largely listed as activators. actives 0.2% (n = 280,000). AID 1865; note: % of control where 0% means no effect; nearly all actives have a fitted effect of over 60% in size
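In this reporter-derepression format, murine cells bearing a silenced integrated CMV-GFP locus incubate with test compound (30 h, 37 C), then are washed and imaged; fluorescent objects of 20–120 um count as induced cells.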
GAA glycogen mod: alters human alpha-glucosidase cleavage of glycogen; AID 2100; Potency, µM (highest dose often 76.4 µM), for the others: at the highest dose activity change, negative = inhibition, hits mostly inhibitors; actives 0.38% (n = 300,000); P10253; recombinant GAA, glycogen substrate, Amplex Red glucose oxidase fluorescence;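 note: 0% = full enzyme reaction and -100% = no-enzyme basal signal; the screen sought inhibitors and activators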
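Recombinant human alpha-glucosidase (4 nM final) hydrolysed bovine liver glycogen (30 ug) for 40 min at 37 C in pH 5.0 citrate/phosphate with 0.01% Tween-20. Released glucose detected by glucose oxidase/Amplex Red, Ex 573/Em 610 nm. Compounds up to 77 uM; AC50 from Hill fits.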
GLA spleen mod: alpha-galactosidase A (human) modulation; human spleen homogenate, 4MU-alpha-Gal fluorescence, 40 min; Potency, µM (doses to about 80 µM), inactives show top-dose activity change, negative = inhibition, usual class: inhibitors; actives 0.008% (n = 240,000); AID 2107;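 note: 0% = enzyme with vehicle and -100% = no enzyme basal signal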
Target sequence (P06280 32-429 limits assumed): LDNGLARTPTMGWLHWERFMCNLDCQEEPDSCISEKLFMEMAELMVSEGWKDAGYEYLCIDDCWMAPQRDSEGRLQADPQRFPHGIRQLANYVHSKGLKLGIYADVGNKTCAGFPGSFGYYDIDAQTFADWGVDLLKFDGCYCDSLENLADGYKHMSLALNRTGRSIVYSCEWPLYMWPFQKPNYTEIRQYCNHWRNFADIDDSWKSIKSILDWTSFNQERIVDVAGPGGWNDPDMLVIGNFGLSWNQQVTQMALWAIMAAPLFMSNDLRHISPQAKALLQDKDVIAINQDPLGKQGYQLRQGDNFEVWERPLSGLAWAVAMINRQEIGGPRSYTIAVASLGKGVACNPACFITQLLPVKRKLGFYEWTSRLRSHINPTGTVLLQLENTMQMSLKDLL
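Human spleen homogenate (1 ug) was the enzyme source, with 4-methylumbelliferyl-alpha-D-galactopyranoside (1 mM final) in pH 5.0 citrate buffer with 0.01% Tween-20. Compounds were titrated; after 40 min at 37C, NaOH/glycine stop, 4-MU fluorescence read; AC50 from Hill fits.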
Tau fluor counter: counter-screen for tau fibril formation inhibitors; tau K18 P301L Alexa594 fluorescence, heparin fibrillization; Potency, µM (highest dose often 57.7 µM), for inactives: at the top dose activity change, negative = decrease; actives 0.93% (n = 280,000); AID 1463; note: % is set by controls: 0 for no effect and ±100 for the full control effect; nearly all actives have a fitted effect of over 55% in size
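Human tau K18 P301L (15 uM unlabeled, 0.24 uM Alexa 594-labeled) in 100 mM sodium acetate pH 7 with 20 uM heparin, 6 hr at 37 C. ThT 30 uM added, 1 hr ambient; Alexa 594 FP and total fluorescence read at 555/632 nm.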
NPSR antag: neuropeptide S receptor (human) antagonism, cAMP. CHO-NPSR cells, cAMP TR-FRET, antagonist mode. Potency, µM (highest dose often 38.3 µM), for inactives: at the highest dose activity change, negative = inhibition, actives largely listed as inhibitors. actives 1% (n = 220,000). AID 1461; note: % is set by controls: 0 for no effect and ±100 for the full control effect; nearly all actives have a fitted effect of over 50% in size; many of its hits are not listed in these tables
ALDH1A1 inh: inhibitors of human aldehyde dehydrogenase 1A1; P00352; Purified ALDH1A1, NADH fluorescence, propionaldehyde substrate; Potency, µM (top dose mostly 75.3 µM), for inactives: at the highest dose activity, negative = inhibition, hits mostly inhibitors; actives 7.3% (n = 220,000); AID 1030; active = well fitted inhibition curve with a large enough effect, not every such curve was filed as active; inconclusive = small, poorly fitted or top-dose-only effect, or another doubt; inactive = no such curve, though single readings can be large or run the other way;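 note: plate controls were no enzyme wells and a reference inhibitor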
Target sequence (P00352 whole entry, looked up): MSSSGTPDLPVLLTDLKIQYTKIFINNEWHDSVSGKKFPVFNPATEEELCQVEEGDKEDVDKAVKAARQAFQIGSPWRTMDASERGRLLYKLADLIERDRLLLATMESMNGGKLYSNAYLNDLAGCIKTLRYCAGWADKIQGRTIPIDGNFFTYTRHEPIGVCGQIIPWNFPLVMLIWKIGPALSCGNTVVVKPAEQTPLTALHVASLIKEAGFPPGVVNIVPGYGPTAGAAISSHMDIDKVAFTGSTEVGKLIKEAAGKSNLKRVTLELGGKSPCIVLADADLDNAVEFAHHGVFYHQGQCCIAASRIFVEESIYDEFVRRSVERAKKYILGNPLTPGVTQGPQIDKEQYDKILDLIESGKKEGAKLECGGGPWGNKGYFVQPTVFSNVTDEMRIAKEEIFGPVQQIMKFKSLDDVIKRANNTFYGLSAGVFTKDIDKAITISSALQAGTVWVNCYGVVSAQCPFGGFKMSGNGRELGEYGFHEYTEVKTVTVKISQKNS
GAA inhib: alpha-glucosidase (human) inhibition. P10253. purified human GAA, 4-MU-alpha-glucoside fluorescence. Potency, µM (highest dose often 76.9 µM), without a hit: at the highest dose activity change, negative = inhibition, most hits filed as inhibitors. actives 0.005% (n = 200,000);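 note: plate controls were uninhibited enzyme wells for no effect and no-enzyme background for full effect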
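Fluorogenic assay: 4 nM human alpha-glucosidase with 400 uM 4-methylumbelliferyl-alpha-D-pyranoside in 50 mM citrate/phosphate, 0.005% Tween-20, pH 5.0, 20 min at room temperature. Compounds tested up to 77 uM; AC50 from Hill fits.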
The depositor's hits bear a star; u = inconclusive; x = not tested or not shown; [ ] = dose if it differs, or a comment. Unless noted, calls come from the whole dose curve; as a rule, active = well fitted curve in the direction sought with a large enough effect; inconclusive = small, poorly fitted or top-dose-only effect, or another doubt; inactive = no such curve, though single readings can be large; an effect the other way counts as inactive or inconclusive. Potency is the fitted concentration of half-maximal effect. The list is partial; count on the stated rates, not on these rows.

SMILES	GAA spleen mod	Epigenetic derep	GAA glycogen mod	GLA spleen mod	Tau fluor counter	NPSR antag	ALDH1A1 inh	GAA inhib
Cc1cc(C)c2nc(N)sc2c1	0%	0.1%	6%	0%	-3%	4%[46.1 µM]	0%	6%
COc1ccc(CC(=O)N2CCCc3ccccc32)cc1OC	-10%	-1.2%	-6%	-6%	4%	-12%[46.1 µM]	u	-6%
O=C(NCc1ccccc1)c1ccc2nnsc2c1	-1%	-1.7%	-12%	-2%	-22%	-1%	-14%	-6%
Cc1ccc(/C=N/NC(=O)c2sccc2OCc2ccc(F)cc2)cc1	-7%	12%	-2%	-9%	-11%	-5%[46.1 µM]	u	u
Cc1ccc(-n2nnnc2SCC(=O)NC(C(=O)O)(c2ccccc2)c2ccccc2)cc1C	12%	-1.3%	5%	9%	-8%	9%	1%	-6%
Cc1ccc(Cl)cc1NC(=O)C(Cc1ccccc1)N1C(=O)C2C3CCC(C3)C2C1=O (stereo unspecified)	-6%	0.0%	4%	-7%	-13%	-25%	-2%	-2%
OCCC1CN(Cc2ccc(-c3ccco3)cc2)CCN1Cc1ccsc1 (stereo unspecified)	-7%	4.3%	-5%	3%	-5%	5%	u	-2%
CCOC(=O)c1c(C)[nH]c(C(=O)N2CCN(c3ccc(OC)cc3)CC2)c1C	-2%	-1.9%	-6%	-3%	-22%	4%	-7%	3%
CC(C)(C)c1ccc(NC(=O)c2c(F)cccc2Cl)cc1	0%	0.5%	-8%	-1%	u	u	-1%	u
O=C(/C=C/c1cccc([N+](=O)[O-])c1)NCCSCc1ccccc1Cl	-2%	1.0%	-10%	-5%	u	-49%	13µM*	u
Cc1[nH][nH]c(=O)c1C(c1ccc(-c2ccc(F)cc2)o1)c1c(C)[nH][nH]c1=O	12%	1.1%	u	6%	-22%	21%	25µM*	5%
COc1ccc(C(=O)Nc2n[nH]c(-c3ccncc3)n2)cc1	5%	-1.2%	0%	-22%	2%	4%[46.1 µM]	-1%	-3%
CCCCCCn1c(C(C)O)nc2ccccc21 (stereo unspecified)	-9%	-1.0%	-8%	-13%	4%	-3%[46.1 µM]	0%	-2%
Cc1ccc(NC(=O)CN(C)C(=O)Cn2ccsc2=N)cc1	-11%	-2.1%	-1%	1%	2%	5%	5%	-3%
CCN(CC)c1ccc(NC(=O)c2cc(OC)cc(OC)c2)c(C)c1	-3%	-1.1%	2%	3%	-19%	19%[46.1 µM]	-2%	-4%
COc1cc2c(cc1OC)/C(=C/c1ccc(Cl)cc1)C(=O)OC2	6%	-1.8%	-1%	14%	-8%	-17%	-2%	-8%[15.4 µM]
C/C(=N\NC(=O)C(=O)Nc1cccc(Cl)c1C)c1ccncc1	-1%	0.0%	-5%	-4%	6%	19%	11%	4%
Cc1cc2c(c(SCC(=O)Nc3ccc(C)c(C)c3)n1)C(=O)OC2	-4%	-3.7%	5%	-1%	-4%	6%	9%	0%
CCC(CC)NC(=O)Cc1ccccc1OC	0%	0.1%	-1%	2%	-5%	8%[46.1 µM]	14%	-1%
Cc1ccc(-c2cc(=O)c3cc(F)ccc3[nH]2)cc1	5%	-0.4%	7%	-1%	2%	10%	6%	4%
COc1cc2ncnc(NCc3ccccc3C)c2cc1OC	-3%	-7.4%	-6%	2%	-18%	-14%[46.1 µM]	u	4%
CCCc1cc(C(=O)N2CCN(c3ccccc3C)CC2)cs1	-1%	-1.0%	-3%	2%	-2%	u	-4%	-13%
CCOC(=O)c1sc(NC(=O)c2cccs2)nc1C	-4%	-0.9%	-1%	5%	-3%	-12%[46.1 µM]	2%	-3%
Cc1sc2c(c1C)c(=O)n(-c1ccccc1)c1nncn21	-5%	-1.1%	0%	-2%	-10%	-15%[46.1 µM]	2%	2%
CCn1ncc(C(=O)Nc2cccc(Cl)c2)c1C	4%	2.6%	1%	0%	2%	-6%	-1%	-11%
Cn1cc(S(=O)(=O)Nc2ccc(OC(F)(F)F)cc2)c(=O)n(C)c1=O	3%	5.8%	3%	-2%	-12%	10%	x	x
Cc1cc(C)n(/N=C/c2c[nH]c3ccccc23)c(=O)c1	-3%	-0.8%	-4%	-5%	-9%	-11%[46.1 µM]	-12%	-10%
CCOc1ccc(C(=O)Nc2cccc(NC(=O)c3cccs3)c2)cc1[N+](=O)[O-]	-1%	0.0%	-8%	-3%	u	21%	u	-2%
COc1ccc(CNC(=O)C2Cc3ccccc3CN2C(=O)c2ccco2)cc1 (stereo unspecified)	-3%	-1.8%	3%	-3%	-3%	-12%	-3%	2%
CCOc1ccc(/C=N/n2cc(-c3ccccc3)[nH]c2=S)cc1	5%	u	u	8%	-22%	-33%	3%	-3%
O=C(Nc1ccc2c(c1)OCCO2)c1oc2ccccc2c1NC(=O)C1CC1	-1%	-0.4%	-12%	9%	u	-55%	6%	-5%
COc1ccc2c(CC(=O)N(C)CC3COc4ccccc4O3)coc2c1 (stereo unspecified)	-3%	-1.0%	-1%	-9%	-15%	-8%[46.1 µM]	-33%	7%
NS(=O)(=O)c1cccc(NC(=O)CNC(=O)CC23CC4CC(CC(C4)C2)C3)c1	0%	1.4%	5%	2%	-2%	2%	7%	-7%
CCc1ccc2c(c1)C(c1ccc([N+](=O)[O-])cc1)=NNC(c1ccc(Br)cc1)=N2	6%	-1.8%	11%	-21%	-18%	-10%	9%	-10%
CC(=O)Nc1cccc(-c2nnc(SCC(=O)n3c4c(c5ccccc53)CCCC4)n2C)c1	-6%	0.0%	-5%	-4%	u	-21%[46.1 µM]	22µM*	-1%
COCc1cc(/C=N\NC(=O)COc2ccc(Cl)cc2)ccc1OC	-13%	2.4%	4%	-12%	-1%	0%	u	1%
COc1cc(C(=O)Nc2ccc(S(=O)(=O)N3CCc4ccccc43)cc2)cc(OC)c1OC	-14%	-3.8%	-9%	7%	u	-28%[46.1 µM]	u	-3%
Cn1c(=O)cc(-c2ccccc2)c2ccccc21	-6%	0.0%	2%	-22%	7%	-12%[46.1 µM]	-4%	1%
COC(=O)NNC(=O)COc1ccccc1C	-2%	1.0%	3%	-1%	-2%	5%	4%	15%
CC(C)COC(=O)Cn1cnc2ccc(Br)cc2c1=O	-2%	-1.0%	-24%	1%	-11%	-14%[46.1 µM]	8%	-5%

Brought forward from above: three compounds, followed by the next part.
SMILES	GAA spleen mod	Epigenetic derep	GAA glycogen mod	GLA spleen mod	Tau fluor counter	NPSR antag	ALDH1A1 inh	GAA inhib
Cn1c(=O)cc(-c2ccccc2)c2ccccc21	-6%	0.0%	2%	-22%	7%	-12%[46.1 µM]	-4%	1%
COC(=O)NNC(=O)COc1ccccc1C	-2%	1.0%	3%	-1%	-2%	5%	4%	15%
CC(C)COC(=O)Cn1cnc2ccc(Br)cc2c1=O	-2%	-1.0%	-24%	1%	-11%	-14%[46.1 µM]	8%	-5%
CN(C)CCNC(=O)c1ccc(COCC(F)(F)F)cc1	-4%	0.0%	3%	2%	5%	-7%[46.1 µM]	4%	-1%
COc1ccc(/C=C\C(=O)c2c(O)ccc3c(C)cc(=O)oc23)cc1	4%	0.1%	2%	25%	-16%	22%[46.1 µM]	4%	-11%
Cc1ccc(Cl)cc1N1CCN(Cc2nc3ccsc3c(=O)[nH]2)CC1	1%	0.1%	-17%	0%	-16%	-22%[46.1 µM]	7%	2%
CC(C)OCCCNC(=O)c1ccccc1Oc1ccccc1	2%	-1.2%	-2%	6%	-9%	-6%[46.1 µM]	-16%	-11%
O=C(COC(=O)c1c2c(nc3ccccc13)CCN(Cc1ccccc1)C2)Nc1c(F)cccc1F	5%	-5.1%	5%	1%	-22%	-19%	u	-6%
CCCCOC(=O)c1cccc(NC(=O)CCC(=O)O)c1	-1%	-5.8%	7%	-6%	-3%	8%[46.1 µM]	0%	-2%
O=S(=O)(/C=C/c1ccccc1)N1CCN(c2nc(-c3cccnc3)nc3ccccc23)CC1	-1%	-4.5%	1%	0%	-21%	-28%	u	2%
Cc1ccc(-n2cc(CNCCCN3CCCC3=O)c(-c3ccc(F)cc3)n2)cc1	1%	0.2%	-2%	3%	-12%	-14%	-1%	-4%
CS(=O)(=O)Nc1nc2n(n1)C(c1ccccc1)C=C(c1ccc(Br)cc1)N2 (stereo unspecified)	-5%	0.1%	1%	0%	-1%	-4%[46.1 µM]	u	u
COc1ccc([C@@H]2C[C@@H](c3ccccc3)Oc3cc(OC)cc(OC)c32)cc1	4%	1.4%	-2%	-12%	-14%	-40%	x	x
NC(=O)c1ccccc1N/C=C/C(=O)c1ccc(F)cc1	-5%	-3.3%	-2%	0%	-11%	-19%[46.1 µM]	u	-9%
CC12CCC(=O)N1C(C(=O)O)Cc1c2[nH]c2ccccc12 (stereo unspecified)	0%	-5.4%	1%	1%	2%	-1%[46.1 µM]	u	-2%
Cc1ccc2c(=O)c(C(=O)NCc3cccs3)c[nH]c2c1	2%	1.2%	-1%	8%	-18%	-18%[46.1 µM]	u	-9%
O=C(Nc1cc(F)c(Br)cc1F)c1ccc(Cl)cc1	-10%	-1.1%	0%	-8%	-5%	5%	x	x
COc1cc(C)c(C(C)C)cc1S(=O)(=O)N1CCN(C)CC1	-5%	0.0%	4%	-10%	0%	-4%[46.1 µM]	14µM*	-8%
Cc1ccc(S(=O)(=O)N(CC(=O)NCc2ccco2)C2CCCCC2)cc1	-1%	-0.8%	6%	-8%	-7%	-10%[46.1 µM]	u	-7%
COc1ccccc1S(=O)(=O)Cc1ccc(C(=O)NCc2cccs2)o1	1%	-0.2%	-13%	-4%	-8%	-9%[46.1 µM]	-6%	-6%
O=C(c1oc(=O)c2ccccc2c1-c1ccccc1)N1CCC(O)CC1	-3%	1.7%	4%	1%	4%	-10%[46.1 µM]	-13%	1%[15.4 µM]
COc1ccc(CCNC(=O)Cn2c(=O)[nH]c3ccsc3c2=O)cc1OC	7%	1.1%	-3%	5%	5%	3%	9%	0%
O=c1[nH]ncc(N/N=C\c2ccc(O)cc2O)c1Cl	-11%	-5.1%	2.5µM*	-1%	-19%	-11%	-5%	-10%
